hiPSC survival = hiPSC single-cell survival enhancement; 360,000 tested, 0.044% active; survival enhancement, % at 20 µM; ATPlite luminescence; 100% = ROCK inhibitor wells, 0% = DMSO; AID 602274; in the data active = survival enhancement above about 18%;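 also: cells exposed to compounds for 16 hours before the ATP read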
CaV13 FRET inh = Primary screen for inhibitors of IQ motif and Ca2+-dependent inactivation inhibitor domain binding in CACNA1D, Förster resonance energy transfer in living cells, …; inhibition, % at 12.3 µM; AID 743397; HEK cells, CFP/YFP FRET ICDI-IQ, plate reader, 10 min; percent FRET-ratio fall versus neutral wells; 340,000 tested, 0.098% active;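 active = mean replicate inhibition of at least 30% and at least 1% of replicates passing that level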;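 also: 0% = median of the neutral control wells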
Cardio protect = myocardial damage modulation in H9c2 cells | H9c2 cardiomyocytes, H2O2 injury protection, ATPLite, 2 h | protection from H2O2 cell death, % at 20 µM | 360,000 tested, 0.63% active;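 active = compounds giving at least 50% protection of heart cells from peroxide-induced death in the single-dose screen, raw or plate-pattern-corrected value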;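 also: 0% = DMSO wells with peroxide and 100% = DMSO wells without peroxide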
PDI turbidity = PDI (human) enzyme inhibition | P07237 | PDI insulin aggregation turbidity, A650, 90 min | inhibition, % at 10 µM | 350,000 tested, 0.052% active | AID 588391;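 active = mean inhibition across replicates of 30% or more, whatever share of single replicates reach that level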;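 also: absorbance from insulin aggregation driven by PDI reduction with DTT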
Target sequence (P07237 whole entry, looked up): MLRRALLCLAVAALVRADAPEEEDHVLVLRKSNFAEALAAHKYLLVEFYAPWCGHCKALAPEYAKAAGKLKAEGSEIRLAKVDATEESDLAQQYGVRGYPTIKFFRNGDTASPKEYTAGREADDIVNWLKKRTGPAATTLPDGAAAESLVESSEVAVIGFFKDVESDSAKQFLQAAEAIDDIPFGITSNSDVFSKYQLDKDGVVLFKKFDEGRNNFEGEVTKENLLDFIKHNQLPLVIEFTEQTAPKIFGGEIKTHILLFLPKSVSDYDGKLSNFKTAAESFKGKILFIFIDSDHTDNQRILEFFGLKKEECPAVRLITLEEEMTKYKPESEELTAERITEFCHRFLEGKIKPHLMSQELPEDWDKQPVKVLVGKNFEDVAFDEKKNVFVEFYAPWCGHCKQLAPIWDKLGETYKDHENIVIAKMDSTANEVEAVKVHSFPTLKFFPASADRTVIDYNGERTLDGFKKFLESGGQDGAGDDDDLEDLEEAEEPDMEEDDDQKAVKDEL
NR2E3 ag-1 = activates human photoreceptor nuclear receptor NR2E3; Q9Y5X4; GST-NR2E3/biotin-RetCOR TR-FRET, 1536-well; inhibition of corepressor binding, % at 4.78 µM; 320,000 tested, 0.12% active; AID 2300;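 active = percent inhibition above the cutoff of mean plus 3 SD of all tested compounds, set per screening campaign, cut at about 20% in these data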;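 also: 0% = DMSO wells and 100% = biotin wells as full block of FRET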
Target sequence (Q9Y5X4 whole entry, looked up): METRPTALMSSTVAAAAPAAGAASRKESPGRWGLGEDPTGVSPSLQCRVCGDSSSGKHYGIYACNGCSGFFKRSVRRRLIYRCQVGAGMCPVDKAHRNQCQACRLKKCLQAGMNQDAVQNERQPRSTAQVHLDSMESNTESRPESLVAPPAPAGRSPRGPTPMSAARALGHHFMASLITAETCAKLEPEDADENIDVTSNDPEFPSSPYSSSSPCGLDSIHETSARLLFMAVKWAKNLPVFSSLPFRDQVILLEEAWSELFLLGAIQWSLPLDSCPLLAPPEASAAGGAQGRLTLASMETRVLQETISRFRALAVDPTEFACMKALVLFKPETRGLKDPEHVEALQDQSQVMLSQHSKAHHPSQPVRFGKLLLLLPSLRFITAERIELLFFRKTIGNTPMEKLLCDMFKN
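Material: NR2E3–RetCOR corepressor complex / Amount: 1.35 nM GST-NR2E3 / Medium: Tris pH 7.5 / Compound: single nominal compound dose of 4.8 µM / Incubation: 5 h at 4 °C / Technique: TR-FRET, Eu(K)-anti-GST donor, streptavidin-D2 acceptor, ex 340, em 617/671 nm / Read-out basis: percent loss of FRET ratio relative to control wells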
HIF-2a block = blocks HIF-2a reporter activity | 786-0 RCC cells HIF-2a reporter, luciferase luminescence, overnight | inhibition, % at 18.8 µM | 360,000 tested, 0.72% active | AID 624352;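 active = inhibition of the luminescence signal of 40% or more relative to plate controls, in a single-dose primary screen at 18.75 µM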
NR2E3 ag-2 = agonists of human NR2E3 nuclear receptor. Q9Y5X4. AID 602229. CHO-S Gal4-NCOR/VP16-NR2E3 two-hybrid, luciferase. inhibition of corepressor binding, % at 3.98 µM. 360,000 tested, 0.35% active;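 active = inhibition above the mean of all tested compounds plus 3 SD, cut at about 70% in these data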;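 also: 0% = DMSO with NR2E3 transfected cells and 100% = cells lacking NR2E3 construct; higher means lower luciferase signal from less NR2E3 corepressor binding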
Shn3 inh set2 = Schnurri-3 reporter inhibition in Clone20 osteoblasts; AID 588674; Clone20 osteoblast Shn3 3'UTR firefly luciferase, 24 h; 360,000 tested, 0.52% active; inhibition, % at 12.5 µM;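 active = mean inhibition of at least 75% with every replicate also reaching 75%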;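 also: 0% = median of neutral control wells and 100% = pilot-screen positive control compound; some compounds past the cut are filed as inactive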
Peg3 promoter = reduces Peg3 promoter-driven luciferase expression in HeLa. AID 588405. 360,000 tested, 1.7% active. inhibition, % at 20 µM. HeLa PEG-Prom luciferase reporter, luminescence, overnight;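 active = inhibition of at least 50% at 20 µM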
MITF TRPM1 inh = inhibitors of MITF-driven TRPM1 promoter in melanoma cells; AID 488899; 330,000 tested, 0.83% active; SK-MEL-5 TRPM1 promoter luciferase, 24 h; inhibition, % at 12.5 µM;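 active = mean inhibition across replicates of 60% or more, whatever share of single replicates reaches that level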; also: values of inactives mirror those of a sister screen read the other way
HTR2A ag = activates the mouse 5-HT2A serotonin receptor; P35363; CHO-K1 mHTR2A beta-arrestin complementation, luminescence; percent of 30 µM serotonin response; activation, % at 7.6 µM; 360,000 tested, 0.66% active; AID 624169;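 active = activation above a run cutoff, the mean activation of all tested compounds plus 3 SD, cut at about 14% in these data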;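 also: 0% = plate median of compound wells and 100% = 30 µM serotonin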
Starred values were filed as active, the others as inactive.

For C#CCOCCOCCOCCNc1nc(N2CCN(C(=O)C([C@@H](C)O)n3cc([C@@H](N)CCCCN)nn3)CC2)nc(N2CCN(C(=O)[C@H](CCCCN)n3cc([C@@H](N)CC(N)=O)nn3)CC2)n1 (some centres undefined) the results were hiPSC survival -1.2, CaV13 FRET inh -5, Cardio protect 1, PDI turbidity 1, HIF-2a block 17, NR2E3 ag-2 -11, Shn3 inh set2 -6, Peg3 promoter -3, MITF TRPM1 inh -6 and HTR2A ag -7.
`COC(=O)CSc1nc2ccc(NC(=O)CSc3nnnn3Cc3ccccc3)cc2s1` gave hiPSC survival -2.1, Cardio protect -39, PDI turbidity -6, NR2E3 ag-1 0, HIF-2a block 35, NR2E3 ag-2 0, Shn3 inh set2 -2, Peg3 promoter 32, MITF TRPM1 inh 5 and HTR2A ag 2.
COc1ccccc1OCC(=O)Nc1cccc(S(=O)(=O)NC2=NCCCCC2)c1 was read as hiPSC survival 0.2, CaV13 FRET inh -6, Cardio protect 0, PDI turbidity 8, NR2E3 ag-1 -1, HIF-2a block 5, NR2E3 ag-2 -28, Shn3 inh set2 5, Peg3 promoter -2, MITF TRPM1 inh 2 and HTR2A ag -8.
Screening CCCCNC(=O)C(CC)Sc1nc2sc(C(=O)OC)c(C)c2c(=O)n1N (centres undefined) returned hiPSC survival -1.7, CaV13 FRET inh -4, Cardio protect 5, PDI turbidity -3, NR2E3 ag-1 1, HIF-2a block 10, NR2E3 ag-2 -23, Shn3 inh set2 28, Peg3 promoter 9, MITF TRPM1 inh 6 and HTR2A ag 0.
Screening O=[N+]([O-])c1ccc(NN=Cc2cccc3ccccc23)nc1 returned hiPSC survival -0.8, CaV13 FRET inh -38, Cardio protect -1, PDI turbidity -46, HIF-2a block -72, NR2E3 ag-2 -18, Shn3 inh set2 -25, Peg3 promoter -72, MITF TRPM1 inh -26 and HTR2A ag 0.
Screening O=C(COC(=O)c1cc(=O)[nH]c2ccccc12)Nc1ccccc1F returned hiPSC survival -0.4, CaV13 FRET inh -6, Cardio protect 4, PDI turbidity 2, HIF-2a block 7, NR2E3 ag-2 -19, Shn3 inh set2 -21, Peg3 promoter 1, MITF TRPM1 inh 11 and HTR2A ag 5.
c1ccc(Nc2ccccc2)cc1 was read as hiPSC survival 0.4, CaV13 FRET inh -6, Cardio protect 1, PDI turbidity 3, NR2E3 ag-1 -3, HIF-2a block 15, NR2E3 ag-2 -23, Shn3 inh set2 -4, Peg3 promoter 2, MITF TRPM1 inh 4 and HTR2A ag 0.
`CCCc1nc(NCc2ccccc2)c(C#N)c2c1CCCC2` gave hiPSC survival 0.8, CaV13 FRET inh -6, Cardio protect -2, PDI turbidity -4, NR2E3 ag-1 -1, HIF-2a block 8, NR2E3 ag-2 -3, Shn3 inh set2 -18, Peg3 promoter 18, MITF TRPM1 inh 15 and HTR2A ag 1.
Screening COc1ccccc1NC(=O)CC(NCc1ccccc1)C(=O)O (centres undefined) returned hiPSC survival -0.9, CaV13 FRET inh -4, Cardio protect 5, PDI turbidity -27, NR2E3 ag-1 -2, HIF-2a block 10, NR2E3 ag-2 -22, Shn3 inh set2 -21, Peg3 promoter 6, MITF TRPM1 inh -2 and HTR2A ag 1.
Screening O=C1Cc2cc(S(=O)(=O)Nc3ccc(N4CCOCC4)cc3)ccc2N1 returned hiPSC survival -0.5, CaV13 FRET inh -6, Cardio protect -5, PDI turbidity -2, HIF-2a block 9, NR2E3 ag-2 -82, Shn3 inh set2 14, Peg3 promoter -13, MITF TRPM1 inh 3 and HTR2A ag 4.
Screening N#CCNC(=O)c1nn2c(C(F)(F)F)cc(-c3ccccc3)nc2c1Br returned hiPSC survival -0.5, CaV13 FRET inh -5, Cardio protect 1, PDI turbidity -3, NR2E3 ag-1 0, HIF-2a block 2, NR2E3 ag-2 -10, Shn3 inh set2 -9, Peg3 promoter -2, MITF TRPM1 inh -10 and HTR2A ag 2.
`Cc1nn(Cc2ccc(Cl)cc2)c(C)c1NC(=O)C(c1ccccc1)c1ccccc1` gave hiPSC survival -2.5, CaV13 FRET inh -4, Cardio protect -6, PDI turbidity -6, NR2E3 ag-1 -1, HIF-2a block 2, NR2E3 ag-2 -12, Shn3 inh set2 29, Peg3 promoter 13, MITF TRPM1 inh -15 and HTR2A ag -2.
O=C(C/C=N\OCc1ccc([N+](=O)[O-])cc1)Nc1ccccc1 was read as hiPSC survival 0.4, CaV13 FRET inh -2, Cardio protect -6, PDI turbidity -7, NR2E3 ag-1 0, HIF-2a block 11, NR2E3 ag-2 -6, Shn3 inh set2 8, Peg3 promoter 13, MITF TRPM1 inh 10 and HTR2A ag -4.
Screening CC(=O)Oc1ccc(/C=C2/SC(=S)N(Cc3ccccc3)C2=O)cc1 returned hiPSC survival -0.4, CaV13 FRET inh -7, Cardio protect -15, PDI turbidity -12, NR2E3 ag-1 0, HIF-2a block 9, NR2E3 ag-2 -7, Shn3 inh set2 -1, Peg3 promoter -3, MITF TRPM1 inh -1 and HTR2A ag 2.
Screening COCCCNC(=O)CN(Cc1ccc(Cl)cc1)S(C)(=O)=O returned hiPSC survival 6.2, CaV13 FRET inh -7, Cardio protect -1, PDI turbidity -4, NR2E3 ag-1 3, HIF-2a block 9, NR2E3 ag-2 -21, Shn3 inh set2 4, Peg3 promoter -2, MITF TRPM1 inh 6 and HTR2A ag -3.
Screening COc1ccc(OC)c(S(=O)(=O)Nc2cc(OC)c(Cl)cc2OC)c1 returned hiPSC survival 1.7, Cardio protect -5, PDI turbidity 2, NR2E3 ag-1 -1, HIF-2a block 15, NR2E3 ag-2 13, Shn3 inh set2 4, Peg3 promoter 23, MITF TRPM1 inh -3 and HTR2A ag 2.
`CCOc1ccc(-n2c(Cc3cc(=O)[nH]c(=O)[nH]3)nnc2SCC(=O)Nc2nnc(C)s2)cc1` gave hiPSC survival 3.2, CaV13 FRET inh 3, Cardio protect 4, PDI turbidity 6, NR2E3 ag-1 3, HIF-2a block 20, NR2E3 ag-2 6, Shn3 inh set2 14, Peg3 promoter 0, MITF TRPM1 inh -1 and HTR2A ag -2.
COC(=O)c1cccc(N(C(=O)CNC(=O)c2ccco2)C(C(=O)NC2CCCC2)c2ccco2)c1 (centres undefined) was read as hiPSC survival 4.3, CaV13 FRET inh -4, Cardio protect 1, PDI turbidity 0, NR2E3 ag-1 0, HIF-2a block 7, NR2E3 ag-2 -12, Shn3 inh set2 0, Peg3 promoter 5, MITF TRPM1 inh 5 and HTR2A ag -2.
For Cc1ccc(OC(=O)c2ccc([N+](=O)[O-])cc2Cl)cn1 the results were hiPSC survival 0.1, CaV13 FRET inh -3, Cardio protect 0, PDI turbidity 19, NR2E3 ag-1 2, HIF-2a block -5, NR2E3 ag-2 19, Shn3 inh set2 -12, Peg3 promoter -49, MITF TRPM1 inh -14 and HTR2A ag 1.
COc1cccc(C2=NOC(C(=O)NCc3ccccn3)C2)c1 (centres undefined) was read as hiPSC survival -0.6, CaV13 FRET inh -5, Cardio protect 6, PDI turbidity 5, NR2E3 ag-1 4, HIF-2a block 2, NR2E3 ag-2 25, Shn3 inh set2 9, Peg3 promoter 11, MITF TRPM1 inh -14 and HTR2A ag 3.
Screening CCC(C)N(C(=O)COC(=O)CNC(=O)c1ccccc1F)C1CCS(=O)(=O)C1 (centres undefined) returned hiPSC survival 0.6, CaV13 FRET inh -2, Cardio protect 14, PDI turbidity 9, NR2E3 ag-1 3, HIF-2a block 15, NR2E3 ag-2 -16, Shn3 inh set2 -23, Peg3 promoter 5, MITF TRPM1 inh 4 and HTR2A ag 0.
For COC(=O)CN1C(=O)N/C(=C/c2cc(OC)c(OC)cc2C)C1=O the results were hiPSC survival 4.8, CaV13 FRET inh -2, Cardio protect 10, PDI turbidity -2, NR2E3 ag-1 -3, HIF-2a block 0, NR2E3 ag-2 0, Shn3 inh set2 10, Peg3 promoter -8, MITF TRPM1 inh 14 and HTR2A ag -2.
`CC(=O)c1ccc(OCC(=O)Nc2cccc(S(=O)(=O)N3CCCC3)c2)cc1` gave hiPSC survival -0.1, CaV13 FRET inh -2, Cardio protect -23, PDI turbidity 1, NR2E3 ag-1 4, HIF-2a block -30, NR2E3 ag-2 11, Shn3 inh set2 35, Peg3 promoter -40, MITF TRPM1 inh 7 and HTR2A ag -6.
`COc1cc2c(cc1CNC[C@H]1O[C@@H](n3ccc(N)nc3=O)[C@H](O)[C@@H]1O)OCO2` gave hiPSC survival -2.1, CaV13 FRET inh -9, Cardio protect -6, PDI turbidity -1, HIF-2a block 9, NR2E3 ag-2 -28, Shn3 inh set2 5, Peg3 promoter -20 and HTR2A ag 4.
Screening COc1ccc(C(=O)N(C)CCCC2CCCC2)cc1OC1CCN(C(C)C)CC1 returned hiPSC survival -0.5, Cardio protect -4, PDI turbidity 2, NR2E3 ag-1 0, HIF-2a block -35, NR2E3 ag-2 -6, Shn3 inh set2 38, Peg3 promoter -29, MITF TRPM1 inh -11 and HTR2A ag -12.
`CCN1C(=O)S/C(=C\c2ccc(N3CCOCC3)cc2C)C1=O` gave hiPSC survival -0.5, CaV13 FRET inh -4, Cardio protect 0, PDI turbidity -1, NR2E3 ag-1 3, HIF-2a block -244, NR2E3 ag-2 -48, Shn3 inh set2 -22, Peg3 promoter -287, MITF TRPM1 inh -66 and HTR2A ag -1.
O=[N+]([O-])c1cc(-c2ccn[nH]2)ccc1Cl was read as hiPSC survival -0.6, CaV13 FRET inh -3, Cardio protect -5, PDI turbidity -2, NR2E3 ag-1 2, HIF-2a block -33, NR2E3 ag-2 1, Shn3 inh set2 -6, Peg3 promoter -50, MITF TRPM1 inh 3 and HTR2A ag -10.
`C/C(CC(=O)Nc1ccc(C)c(Cl)c1)=N\NC(=O)Cc1cccs1` gave hiPSC survival 2.2, CaV13 FRET inh -2, Cardio protect -7, PDI turbidity 5, NR2E3 ag-1 -1, HIF-2a block 0, NR2E3 ag-2 8, Shn3 inh set2 -4, Peg3 promoter 16, MITF TRPM1 inh 1 and HTR2A ag -6.
For Cc1ccc(NC(=O)CCCOc2ccccc2)cc1S(=O)(=O)N1CCOCC1 the results were hiPSC survival -0.1, CaV13 FRET inh -11, Cardio protect -2, PDI turbidity -2, NR2E3 ag-1 -1, HIF-2a block -1, NR2E3 ag-2 10, Shn3 inh set2 18, Peg3 promoter 21, MITF TRPM1 inh 3 and HTR2A ag 7.

Screening results: PubChem BioAssay, several laboratories
